# VEEV TC-83 Vero: inhibitors of VEEV TC-83 cytopathic effect, confirmation, Vero cells (AID 588727); inhibition, % at 20 µM, or IC50 in µM where a hit was titrated; 0.13% of 350,000 active; Vero cells, VEEV TC-83 cytopathic effect inhibition; higher % means a stronger effect; in the data active means a potency from the dose series; inconclusive means inhibition mostly from about 14% at the one dose, without a potency; inactive means the rest, 99 in 100 with inhibition below about 12%; further: strong numbers were not always called active
# H37Rv inhibition: M. tuberculosis growth inhibition, HTS (AID 449762); 0.59% of 330,000 active; inhibition, % at 25 µM, or IC50 in µM where a hit was titrated; M. tuberculosis H37Rv growth inhibition, 7H9 media; higher % means a stronger effect; in the data active means a potency from the dose series; inconclusive means inhibition above about 70% without an active follow-up result;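 further: bacterial growth assessed after seven days of incubation; strong numbers were not always called active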
# tuberculosis growth: growth inhibition of non-replicating M. tuberculosis (AID 488890) | Mycobacterium tuberculosis non-replicating, growth inhibition; higher % means a stronger effect | inhibition, % at 25 µM; hits with a dose series show IC50 in µM | 0.39% of 320,000 active; in the data active means a potency from the dose series; inconclusive means inhibition mostly from about 82% at the one dose, without a potency; inactive means the rest, 99 in 100 with inhibition below about 76%;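 further: plate controls were DMSO cells for no effect and high antibiotic wells for full effect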
# PhoP GFP inhibition: PhoP regulon inhibitors, Salmonella typhi PhoP promoter GFP reporter, confirmatory (AID 1850). Salmonella Typhi PhoP-promoter GFP reporter, fluorescence, 4 h; higher % means a stronger effect. one-dose inhibition, % at 50 µM; IC50 in µM for titrated hits. 0.33% of 310,000 active; in the data active means a potency from the dose series; inconclusive means inhibition mostly from about 25% at the one dose, without a potency; inactive means the rest, 99 in 100 with inhibition below about 19%;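 further: 0% = induced wells with vehicle and 100% = uninduced wells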
# influenza NS1A: H1N1 influenza NS1A inhibitors, functional cell based assay (AID 504329); NS1A functional cell-based assay, percent inhibition; higher % means a stronger effect; inhibition, % at 12.5 µM; hits with a dose series show IC50 in µM; 0.3% of 340,000 active; in the data active means a potency from the dose series; inconclusive means inhibition above about 27% without an active follow-up result; further: strong numbers were not always called active
# VEEV TC-83 Vero 10K pilot screen: recorded beside VEEV TC-83 Vero, whose call it bears; inhibition, %; measured here: 10K pilot screen inhibition
# An asterisk follows results filed as active; i = inactive; ? = inconclusive; / = no result given; & = joins results of further samples.
SMILES,VEEV TC-83 Vero,H37Rv inhibition,tuberculosis growth,PhoP GFP inhibition,influenza NS1A,others
COc1cccc(SCC2CSc3nc4ccccc4c(=O)n32)c1 (configuration not stated),i,0.9%,13.7%,3.4%,-5.5%,
CCOC(=O)CN(C(=O)CSc1nnnn1C)c1ccccc1,0.0%,-6.3%,1.3%,/,4.3%,
O=C(COC(=O)c1cccnc1)c1ccc(Cl)c(Cl)c1,6.0%,2.9%,45.1%,3.8%,1.1%,
CC(=O)c1ccc(NC(=O)CCc2nc3sc4c(c3c(=O)[nH]2)CCCC4)cc1,0.9%,16.8%,18.0%,6.1%,-0.4%,
CN(C)S(=O)(=O)c1cccc(NC(=O)c2ccc(S(=O)(=O)N3CCCC3)cc2)c1,9.5%,3.1%,11.1%,-7.0%,0.2%,
COc1ccc(NC(=O)CN2CCC(C(N)=O)CC2)cc1,1.2%,-15.5%,-13.9%,2.5%,4.7%,
COc1ccc2c([N+](=O)[O-])c(N3CCCC3)[nH]c2c1,1.1%,-5.9%,i,1.3%,0.4%,
O=C(Cc1cn2ccsc2n1)Nc1cccc2cnccc12,5.1%,0.0%,3.0%,2.5%,8.9%,
O=C(Nc1cccc2ccccc12)/C(=C/c1cccc([N+](=O)[O-])c1)NC(=O)c1cccs1,7.8%,1.8%,-15.6%,-4.9%,18.9%,
COc1ccc(OC)c(NC(=O)CSc2nc3ccccc3c(=O)n2CCNC(C)=O)c1,0.3%,4.2%,20.1%,3.2%,-9.8%,
Cc1ccc(-c2nn(-c3ccccn3)c(=O)c3ccccc23)cc1C,2.7%,3.3%,25.7%,2.6%,5.9%,
CC(=O)Nc1cccc(NC(=O)c2c(-c3ccccc3Cl)noc2C)c1,i,1.8%,5.9%,-7.3%,-3.7%,
COc1ccc(N(CC(=O)Nc2ccccc2Cl)S(=O)(=O)c2ccc(C)cc2)cc1OC,0.7%,-6.6%,38.6%,0.2%,3.4%,
CCC(=O)Oc1cccc(C(=O)Nc2cccc(NC(=O)c3ccco3)c2)c1,2.4%,0.9%,4.1%,-10.2%,-5.7%,
O=c1[nH]c(SCc2ccc(Cl)cc2)nc2ccsc12,/,0.0%,9.4%,-2.4%,/,
O=C(CN(Cc1ccco1)C(=O)c1ccc(F)cc1F)Nc1ccccc1C(F)(F)F,i,4.8%,-6.2%,/,3.6%,
CC1CN(C(=O)C2CC(=O)N(c3ccc(Cl)cc3)C2)CC(C)O1 (configuration not stated),0.5%,9.4%,-2.0%,-26.1%,-8.9%,
COc1ccc(NC(=O)CN(C)C(=O)C2CC(=O)N(Cc3ccc(C)cc3)C2)cc1 (configuration not stated),5.3%,-1.2%,-8.9%,-5.4%,-6.6%,
O=C1CCN(Cc2ccccc2)C=C1C(=O)c1ccccc1,0.1%,/,/,/,-10.6%,
Nc1c(C(=O)CSc2nnc(COc3ccc(Cl)cc3)o2)c(=O)[nH]c(=O)n1C1CC1,1.3%,-11.2%,-8.1%,/,-9.8%,
O=C(CN1C(=O)CCS(=O)(=O)c2ccccc21)Nc1ccccc1F,1.9%,4.0%,-11.0%,0.3%,-5.3%,
CCCCCCSc1ccc([C@H]2N[C@@](Cc3ccccc3)(C(=O)OC)[C@H]3C(=O)N(C)C(=O)[C@@H]23)cc1OC,0.1%,-0.1%,6.1%,-12.8%,3.7%,
COCCNC(=O)CSc1nc2cc(OC)c(OC)cc2c(=O)n1Cc1ccc(OC)cc1,1.8%,2.4%,4.2%,-11.9%&-6.0%,-1.1%,
CN(Cc1cnccn1)C(=O)CC1C(=O)NCCN1Cc1ccc(F)cc1Cl (configuration not stated),2.1%,-0.4%,1.9%,-4.4%,5.5%,
Cc1cc[n+](-c2[nH]c(=O)sc2/C=N/N=C(\[O-])c2ccncc2)cc1C,i,?,57.0%,-31.2%,2.6%,

# Next part, starting with the last two of the part before.
SMILES,VEEV TC-83 Vero,H37Rv inhibition,tuberculosis growth,PhoP GFP inhibition,influenza NS1A,others
CN(Cc1cnccn1)C(=O)CC1C(=O)NCCN1Cc1ccc(F)cc1Cl (configuration not stated),2.1%,-0.4%,1.9%,-4.4%,5.5%,
Cc1cc[n+](-c2[nH]c(=O)sc2/C=N/N=C(\[O-])c2ccncc2)cc1C,i,?,57.0%,-31.2%,2.6%,
COc1ccc(OC)c(S(=O)(=O)Nc2cccc(F)c2)c1,i,/,/,-5.8%,20.6%,VEEV TC-83 Vero 10K pilot screen=0.6
COc1ccccc1CC(=O)NCCc1ccc(S(N)(=O)=O)cc1,i,-8.0%,-2.8%,-5.3%,-9.4%,
CCC(=O)Nc1nnc(S(=O)(=O)N2CCc3ccccc32)s1,1.2%,-12.3%,/,-7.7%,2.7%,
CC(=O)Nc1ccccc1C(F)(F)F,1.1%,3.4%,-5.2%,-15.2%,-0.9%,
O=C(CC(=O)Nc1ccccn1)Nc1ccccn1,i,-1.3%,11.4%,-13.6%,-2.3%,
O=C(O)CCN1C(=O)c2ccc(NC(=O)CSCc3ccccc3)cc2C1=O,i,4.6%,-34.0%,-9.8%,-0.9%,
CCC(=O)Nc1ccc(NC(=O)c2cc3ccccc3o2)cc1,9.2%,2.8%,22.8%,4.5%,8.2%,
CCCS(=O)(=O)N1CCC(C(=O)NCCCN2CCC(Cc3ccccc3)CC2)CC1,i,-4.7%,-5.4%,13.7%,-2.5%,
CCc1ccc2nc(N3CCN(C(=O)C(C)(C)C)CC3)sc2c1,4.9%,12.7%,17.7%,9.3%,-1.0%,
COc1ccc(C2(c3ccc(OC)cc3)NC(=O)N(CC(=O)NCC(C)c3ccccc3)C2=O)cc1 (configuration not stated),12.2%,-3.7%,5.8%,/,-9.0%,
Cc1ccc(C)c(NC(=S)N(CCc2nc3cc(C)c(C)cc3[nH]2)Cc2cccnc2)c1,0.8%,4.0%,-11.3%,-3.6%,3.4%,
COc1ccc(N2CS(=O)CC2=O)cc1 (configuration not stated),0.4%,2.4%,8.4%,0.2%,-4.7%,
COc1ccc(NC(=O)c2ccc(S(=O)(=O)NCc3cccnc3)cc2)cc1,2.3%,-0.6%,0.7%,-6.7%,-6.4%,
CS(=O)(=O)N1CCN(c2nnc(-c3ccccc3)c3ccccc23)CC1,0.6%,-2.1%,-5.8%,-8.1%,-0.5%,
COc1ccc(C(=O)Nc2cnccn2)cc1[N+](=O)[O-],1.9%,-6.8%,-3.5%,-4.3%,10.3%,
O=C(CC1Sc2ccccc2NC1=O)NCc1ccc(Cl)cc1 (configuration not stated),0.6%,-2.2%,-12.5%,9.5%,-4.4%,
CN1CCN(C(=S)NC(=O)c2ccco2)CC1,1.3%,-3.5%,-1.8%,3.2%,6.0%,
Cc1c(Cl)cccc1NC(=O)Cn1nc(C)n2cccc2c1=O,0.2%,0.2%,-6.1%,3.2%,3.0%,
Cc1c(C(c2cc(O)ccc2O)c2c(C)n(C)n(-c3ccccc3)c2=O)c(=O)n(-c2ccccc2)n1C,1.0%,/,/,/,4.4%,
COc1ccc2[nH]cc(CCn3ccc(O)c(C/C=C/c4ccccc4)c3=O)c2c1,7.6%,-5.8%,19.6%,-2.4%,12.2%,
CN1C(=O)C2CN(CCc3ccccc3)CNC2N(C)C1=O (configuration not stated),i,-12.5%,-7.4%,2.2%,2.0%,
O=C(CSc1nnc(-c2ccccc2O)o1)NC1CCCCC1,1.1%,36.5%,?,12.2%,5.7%,
COc1ccc(NC2CCCN(C(=O)Cn3ccc(C)n3)C2)cc1OC (configuration not stated),0.5%,-6.3%,8.4%,-3.0%,7.6%,
COc1cc2oc3ccccc3c2cc1N(CC(=O)N1CCCCC1)S(=O)(=O)c1ccc(C)cc1,4.1%,-2.2%,18.0%,6.8%,2.2%,
Cc1ccn2c(NC3CCCCC3)c(C(C)C)nc2c1,0.4%,-1.1%,26.6%,10.8%,6.6%,

# The results go on:
SMILES,VEEV TC-83 Vero,H37Rv inhibition,tuberculosis growth,PhoP GFP inhibition,influenza NS1A,others
CC(=O)C1=C(C)OC(N)=C(C#N)C1c1ccncc1 (configuration not stated),0.4%,-2.5%,2.8%,-14.1%,-3.1%,
O=C(CSc1nc2c(cnn2-c2ccccc2)c(=O)[nH]1)NC1CCS(=O)(=O)C1 (configuration not stated),0.4%,-3.3%,-9.0%,-2.6%,-3.9%,
N#CC1=C(N)N(c2ccccc2)C2=C(C(=O)CCC2)C1c1ccsc1 (configuration not stated),1.7%,-4.4%,9.2%,2.0%,3.9%,VEEV TC-83 Vero 10K pilot screen=4.1
COC(=O)c1nonc1NCn1nnc2ccccc21,1.4%,-13.7%,-2.2%,0.5%,9.9%,
O=c1c([N+](=O)[O-])c(N2CCOCC2)c2ccccc2n1Cc1ccccc1,8.9%,-16.5%,-6.3%,1.1%,-5.3%,
CCCOc1ccc(-c2c(C(=O)N/N=C/c3ccccc3OCC)nnn2-c2nonc2N)cc1,i,6.4%,-3.2%,1.6%,-4.7%,
O=C(N/N=C/c1cccc2ccccc12)c1cc(C2CC2)[nH]n1,?,1.8%,6.2%,9.6%,-12.5%,
CCCCCC1CC(CC(=O)O)C(=O)O1 (configuration not stated),4.6%,-6.3%,6.4%,-5.2%,0.2%,
Cc1nc(-c2ccc(O)c(O)c2)cs1,8.0%,1.4%,42.7%,-11.8%,7.2%,
COc1ccc(C(=O)O)cc1S(=O)(=O)Nc1ccc(Oc2ccccc2)cc1,4.1%,-4.6%,14.9%,/,-7.7%,
Cc1ccc(C2NC(=S)NC3=C2C(=O)CC(C)(C)C3)cc1 (configuration not stated),1.6%,3.5%,-1.9%,-5.7%,-10.5%,
O=C(CCn1c(=O)oc2ccccc21)N1CCc2ccccc21,4.9%,-9.4%,-3.7%,-7.9%,8.9%,VEEV TC-83 Vero 10K pilot screen=5.9
Cc1ccc(CC(=O)Nc2ccncc2)cc1,i,3.0%,76.7%,-3.3%,-2.8%,
CCc1nc(Nc2ccccc2OC)c2oc3ccccc3c2n1,5.7%,3.0%,20.7%,3.5%,-39.5%,
COc1ccc(C)cc1N(CC(=O)Nc1cccnc1)S(=O)(=O)c1ccc(C)cc1,10.2%,1.5%,18.1%,7.3%,0.7%,
Cc1cccc(NS(=O)(=O)c2cc(C(=O)OCC(=O)Nc3cc(C)on3)ccc2C)c1,1.7%,-2.5%,13.5%,-7.4%,13.1%,
NC(=O)C(CCC(=O)c1ccc(Br)cc1)S(=O)(=O)c1ccccc1 (configuration not stated),1.0%,5.2%,1.2%,11.1%,-3.8%,

# In the list so far, five have fluorine:
SMILES,VEEV TC-83 Vero,H37Rv inhibition,tuberculosis growth,PhoP GFP inhibition,influenza NS1A,others
O=C(CN(Cc1ccco1)C(=O)c1ccc(F)cc1F)Nc1ccccc1C(F)(F)F,i,4.8%,-6.2%,/,3.6%,
O=C(CN1C(=O)CCS(=O)(=O)c2ccccc21)Nc1ccccc1F,1.9%,4.0%,-11.0%,0.3%,-5.3%,
CN(Cc1cnccn1)C(=O)CC1C(=O)NCCN1Cc1ccc(F)cc1Cl (configuration not stated),2.1%,-0.4%,1.9%,-4.4%,5.5%,
COc1ccc(OC)c(S(=O)(=O)Nc2cccc(F)c2)c1,i,/,/,-5.8%,20.6%,VEEV TC-83 Vero 10K pilot screen=0.6
CC(=O)Nc1ccccc1C(F)(F)F,1.1%,3.4%,-5.2%,-15.2%,-0.9%,

# Ordered by SMILES length (largest number first): 3 of the compounds above
SMILES,VEEV TC-83 Vero,H37Rv inhibition,tuberculosis growth,PhoP GFP inhibition,influenza NS1A,others
CCc1nc(Nc2ccccc2OC)c2oc3ccccc3c2n1,5.7%,3.0%,20.7%,3.5%,-39.5%,
O=C(Cc1cn2ccsc2n1)Nc1cccc2cnccc12,5.1%,0.0%,3.0%,2.5%,8.9%,
Cc1ccc(CC(=O)Nc2ccncc2)cc1,i,3.0%,76.7%,-3.3%,-2.8%,
